Screening results: PubChem BioAssay, National Center for Advancing Translational Sciences (NCATS)
D2 ag = HTS Assay for Allosteric Agonists of the Human D2 Dopamine Receptor: Primary Screen for Agonists; D(2) dopamine receptor (Homo sapiens), P14416; HEK293 T-REx D2 cells, calcium flux agonist mode; activation, % at 2 µM; hit rate 0.53% among 340,000; AID 485358, 2010;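 active = activation over 3 SD above normal in the single-dose calcium agonist read, cut at about 30% in these data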; note: 0% is about no effect
Target sequence (P14416 whole entry, looked up): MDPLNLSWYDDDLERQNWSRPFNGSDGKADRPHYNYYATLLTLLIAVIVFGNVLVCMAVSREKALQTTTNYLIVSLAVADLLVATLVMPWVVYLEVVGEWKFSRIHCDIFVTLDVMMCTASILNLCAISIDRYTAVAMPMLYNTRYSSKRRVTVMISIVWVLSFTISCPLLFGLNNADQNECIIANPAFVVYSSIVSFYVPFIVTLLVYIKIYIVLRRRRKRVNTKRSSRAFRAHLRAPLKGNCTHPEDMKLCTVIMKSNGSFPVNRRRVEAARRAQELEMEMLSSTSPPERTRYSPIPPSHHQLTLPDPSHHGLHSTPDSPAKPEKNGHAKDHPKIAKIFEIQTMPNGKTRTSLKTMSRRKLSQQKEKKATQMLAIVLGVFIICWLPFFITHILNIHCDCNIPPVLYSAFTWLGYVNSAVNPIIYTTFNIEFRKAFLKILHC
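Agonism is scored from calcium flux in a force-coupled, inducible HEK293 cell line expressing D2, read kinetically for 180 s after compound addition against dopamine controls.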
D1 PAM = Potentiators of Human D1 Dopamine Receptor: qHTS; D(1A) dopamine receptor (Homo sapiens), P21728; HEK293 TREx D1 cells, calcium flux, dopamine EC20 potentiation; potentiation, % at 10 µM; hit rate 0.036% among 360,000; AID 504651, 2011; in the data active = potentiation above about 30%; note: 0% is about no effect
D1 antag = Antagonist of Human D 1 Dopamine Receptor: qHTS | D(1A) dopamine receptor (Homo sapiens), P21728 | HEK293 TREx D1 cells, calcium flux, dopamine EC80; hits give low values | activity change, negative = inhibition, % at 10 µM | hit rate 3.2% among 360,000; in the data active = activity change below about -30%; note: % is set by controls: 0 for no effect and ±100 for the full control effect
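HEK293 T-REx cells expressing inducible, force-coupled D1 receptor; no-wash Ca dye, 30–90 min RT. Cmpd → 180 s read at 1 Hz → EC80 DA → 180 s read.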
D2 potentiator = HTS Assay for Positive Allosteric Modulators of the Human D2 Dopamine Receptor: Primary Screen for Potentiators. D(2) dopamine receptor (Homo sapiens), P14416. HEK293 T-REx D2, calcium flux, EC20 dopamine potentiation. potentiation, % at 10 µM. hit rate 0.34% among 340,000. AID 485347, 2010;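 active = potentiation over 3 SD above the plate norm, cut at about 30% in these data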; note: 0% is about no effect
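Tetracycline-induced Hek293 Trex D2 cells, force-coupled to calcium, loaded with no-wash calcium dye. Compound added with 180 s kinetic read for agonism, then EC20 dopamine and a further 180 s read for potentiation.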
D2 antag = HTS Assay for Allosteric Antagonists of the Human D2 Dopamine Receptor: Primary Screen for Antagonists | HEK293 TREx D2 cells, calcium flux, dopamine EC80 | D(2) dopamine receptor (Homo sapiens), P14416 | AID 485344, 2010 | inhibition, % at 10 µM | hit rate 2% among 340,000; in the data active = inhibition above about 30%; note: 0% is about no effect
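Calcium flux kinetic readout in an inducible HEK293 TREx D2 line plated overnight at 30 C. After 180 s compound exposure, an EC80 dopamine challenge follows with another 180 s kinetic read to detect antagonism.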
RXFP1 ag = qHTS Assay for Agonists of the Relaxin Receptor RXFP1. Relaxin receptor 1 (Homo sapiens), Q9HBX9. HEK293T-RXFP1 cAMP TR-FRET, 30 min; response scale: percent of porcine relaxin response, buffer zero. Potency, µM (top dose mostly 57.5 µM), for inactives: at the highest dose activation, usual class: activators. hit rate 0.3% among 370,000; active = well fitted activation curve with a large enough effect; inconclusive = small, poorly fitted or top-dose-only effect; note: potency is the fitted concentration of half-maximal effect; % is set by controls: 0 for no effect and ±100 for the full control effect; nearly all actives have a fitted effect of over 60% in size; many of its hits are not listed in these tables
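HEK293 cells stably expressing RXFP1, treated 30 min at 37C with compounds plus PDE4 inhibitor Ro 20174; cAMP measured by HTRF TR-FRET. Normalized to buffer and 29 nM porcine relaxin; EC50 by Hill fit.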
RXFP1 antagonist = qHTS Assay for Antagonists of the Relaxin Receptor RXFP1 | Relaxin receptor 1 (Homo sapiens), Q9HBX9 | HEK293-RXFP1, relaxin-stimulated cAMP HTRF, 30 min; hits give low values | activity change, negative = inhibition, % at 57.5 µM | hit rate 0.59% among 350,000 | AID 1259400, 2018;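 active = activity change of -60% or lower, but not beyond a set lower limit; inconclusive = change between -60% and -40%, or beyond the set limit; inactive = change above -40%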; note: % is set by controls: 0 for no effect and ±100 for the full control effect
TRHR PAM = qHTS for Small Molecule Agonists and Allosteric Enhancers of Human TRH Receptor: Primary Screen for Enhancers; enhancement, % at 2 µM; hit rate 0.66% among 360,000; TRHR cells, fluo-8 calcium fluorescence, EC20 TRH enhancement; AID 493056, 2011; in the data active = enhancement above about 30%; note: 0% is about no effect
Target sequence (P34981 whole entry, looked up): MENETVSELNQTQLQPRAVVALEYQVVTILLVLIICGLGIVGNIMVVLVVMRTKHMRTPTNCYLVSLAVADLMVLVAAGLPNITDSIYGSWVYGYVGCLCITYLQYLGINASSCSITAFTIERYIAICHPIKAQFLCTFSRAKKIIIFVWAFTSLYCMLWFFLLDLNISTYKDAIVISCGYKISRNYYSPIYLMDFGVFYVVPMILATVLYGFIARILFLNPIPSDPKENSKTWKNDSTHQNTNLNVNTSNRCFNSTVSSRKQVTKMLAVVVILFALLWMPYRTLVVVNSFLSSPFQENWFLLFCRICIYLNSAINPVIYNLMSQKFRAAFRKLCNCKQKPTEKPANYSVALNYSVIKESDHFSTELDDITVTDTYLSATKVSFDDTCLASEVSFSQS
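Enhancer read-out: after compound pinning and an initial kinetic agonist-mode read, an EC20 of TRH (10 nM final) was injected and fluo-8 calcium signal (Ex 480/Em 530) followed at 1 s/cycle for 100 cycles in TRHR-expressing cells.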
D1 agonist = Allosteric Agonists of the Human D1 Dopamine Receptor: qHTS | D(1A) dopamine receptor (Homo sapiens), P21728 | HEK293 T-REx D1 cells, calcium flux, agonist mode | activation, % at 2 µM | hit rate 1% among 360,000 | AID 504660, 2011; in the data active = activation above about 30%; note: 0% is about no effect
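Tetracycline-induced HEK293 TREx D1 cells, force-coupled to calcium signalling, were dye-loaded with a no-wash calcium kit. Compound was pin-added after a 10 s baseline. Fluorescence was read kinetically at 1 cycle/s for 180 s, with calcium rises flagged as agonism.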
* = called active by the depositor; ? = inconclusive; / = not tested or not shown; & = joins results of further samples. These rows are one share of the data. The share of hits here may be higher or lower than overall.

SMILES	D2 ag	D1 PAM	D1 antag	D2 potentiator	D2 antag	RXFP1 ag	RXFP1 antagonist	TRHR PAM	D1 agonist
CCn1c(SCC(=O)NC2CC2)nnc1-c1cccc(OC)c1	-0.4	-3.1	-18.3	1.8	0.7	-0.7%	-2.3	0.0	3.4
O=C(Nc1ccccc1C(F)(F)F)c1cc2ccccn2n1	0.2	-4.4	-7.8	0.6	/	2.8%	-11.7	-0.3	2.3
CCOc1c2ccc(C(=O)NCCCCc3ccccc3)cc2nn1CC	0.3	0.0	-10.4	14.1	-18.7	-0.9%	/	6.3	4.8
O=C1CN(C(=O)c2ccc(Br)o2)C(c2ccccc2)c2cc(Br)ccc2N1 (configuration not stated)	1.2	5.8	25.0	0.7	13.1	1.0%	/	-6.6	3.1
COc1ccccc1NCC(O)COc1ccc(C(C)(C)C)cc1 (configuration not stated)	-0.1	-2.6	-10.4	-0.1	7.3	-0.7%	-32.6	19.7	-1.6
CCOC(=O)N1CCN(C(=O)c2ccc3c(c2)N(Cc2ccc(C)cc2)CCS3)CC1	-1.9	-2.4	1.5	0.5	14.1	0.5%	-17.9	-0.7	3.9
O=C(N/N=C/c1ccc(N2CCOCC2)cc1)c1ccc(O)cc1	0.9	-5.2	-54.6*	-1.0	1.3	-0.2%	1.8	6.9	2.0
CN1CCN(NC(=O)c2cn(-c3ccccc3)nc2-c2cccc(Br)c2)CC1	0.7	-9.6	-33.4*	-0.3	7.3	-1.3%	?	0.6	14.1
C=CCS/C(=N\n1cnc2ccccc2c1=O)N(CC)CC	0.6	-3.4	-6.6	-15.3	-8.0	0.1%	-4.0	25.9	1.7
CCOC(=O)c1c(N)sc(-c2ccccc2)c1C	-0.5	-2.8	-10.5	0.7	6.7	0.3%	-21.7	-10.5	2.8
O=C(COC(=O)c1ccccc1C(=O)c1ccc(Cl)c([N+](=O)[O-])c1)NC1CC1	0.5	-8.7	-41.2*	0.9	1.6	-0.4%	5.7	-7.7	-0.9
Cc1ccc(C(=O)Cn2cc([N+](=O)[O-])nc2C)cc1	-0.5	-3.4	-12.0	-8.8	6.3	-2.3%	1.2	17.8	-0.2
O=C(COC(=O)c1ccc2c(c1)OCCO2)Nc1cc(Cl)ccc1Cl	-1.4	-3.9	-10.1	-11.1	-24.5	2.6%	-4.8	4.1	11.2
Cc1cc(C)cc(N(CC(=O)Nc2ccc(Br)cc2)S(=O)(=O)c2c(C)[nH]c(=O)[nH]c2=O)c1	-0.1	-3.7	-4.0	4.2	-10.5	-2.3%	4.6	-2.4	3.3
NCc1cccc(-n2cccn2)c1	0.3	0.9	-3.2	-1.1	2.5	0.0%	-6.2	-3.2	5.2
CCc1cc2c(CN3CCN(Cc4ccccc4)CC3)cc(=O)oc2cc1O	0.2	-9.5	-12.1	-29.7	-14.0	5.0%	-13.8	-6.3	4.2
Cc1ccc(S(=O)(=O)CCNC(=O)Cc2ccc(Cl)cc2)cc1	0.2	-1.7	-8.4	2.1	-2.0	1.3%	8.4	1.1	-1.0
COc1cc(C(=O)N/N=C/c2ccccn2)cc(OC)c1OC	-1.9	2.6	-14.4	0.2	10.5	3.4%	-1.7	-7.3	6.3
CC(=O)Nc1ccc(-c2csc(NNC(=O)c3ccc(C)cc3)n2)cc1	2.4	16.0	11.7	6.8	6.1	-1.1%	-2.9	0.6	2.2
COC(=O)c1ccccc1NCCO	/	3.1	-6.1	/	/	0.6%	0.3	2.7	1.7
CCc1ccc(C2=C(C)C(N3CCC(C(=O)Nc4cccc(OC)c4)CC3)=NS2(=O)=O)cc1	/	-5.6	4.3	24.2	/	0.9%	-5.8	-3.7	8.9
CS(=O)(=O)c1ncc(Cl)c(C(=O)N2CCN(c3cccc(Cl)c3)CC2)n1	-0.9	1.4	-50.0*	14.6	/	-1.6%	?	14.4	14.4
CCN(CC(=O)Nc1c(F)cccc1F)C(=O)c1n[nH]c2ccccc12	-0.1	10.8	19.3	17.9	-5.1	0.7%	1.9	-6.9	1.2
Nc1nc(Cn2nnc(-c3ccccc3F)n2)nc(N2CCOCC2)n1	-0.4	6.0	-12.2	5.7	6.0	0.8%	9.5	-0.1	2.4
O=C(NCC1CCC(C(=O)O)CC1)OCc1ccccc1 (configuration not stated)	-0.5	-4.7	2.5	0.0	-4.9	-1.0%	-1.4	-1.6	1.3

Profiles, quoted from the list. Order of screens: D2 ag	D1 PAM	D1 antag	D2 potentiator	D2 antag	RXFP1 ag	RXFP1 antagonist	TRHR PAM	D1 agonist
`CCN(CC(=O)Nc1c(F)cccc1F)C(=O)c1n[nH]c2ccccc12` as listed: -0.1	10.8	19.3	17.9	-5.1	0.7%	1.9	-6.9	1.2
`COC(=O)c1ccccc1NCCO` as listed: /	3.1	-6.1	/	/	0.6%	0.3	2.7	1.7
`Cc1ccc(C(=O)Cn2cc([N+](=O)[O-])nc2C)cc1` as listed: -0.5	-3.4	-12.0	-8.8	6.3	-2.3%	1.2	17.8	-0.2
`CN1CCN(NC(=O)c2cn(-c3ccccc3)nc2-c2cccc(Br)c2)CC1` as listed: 0.7	-9.6	-33.4*	-0.3	7.3	-1.3%	?	0.6	14.1

The results go on:
SMILES	D2 ag	D1 PAM	D1 antag	D2 potentiator	D2 antag	RXFP1 ag	RXFP1 antagonist	TRHR PAM	D1 agonist
Cc1c(C(=O)Nc2ccc(-n3c(C)nc4ccccc4c3=O)cc2)cccc1[N+](=O)[O-]	-5.2	-1.9	/	1.5	/	1.1%	/	1.9	-0.8
Cc1ccc(Cc2nnc(SCC(=O)Nc3ccccc3)n(N)c2=O)cc1	0.0	-0.3	4.5	6.0	-3.5	2.0%	-15.3	0.0	0.8
Cc1cc(C(=O)COc2cccnc2[N+](=O)[O-])c(C)n1-c1ccccc1F	-0.2	-3.5	-10.0	8.0	-7.9	-0.2%	-4.4	2.6	6.5
COc1ccc(NC(=O)CN2CCN(c3nc(-c4ccc(F)cc4)cs3)CC2)c(OC)c1	0.4	-1.6	10.2	-1.8	-29.7	-0.7%	-21.9	1.8	0.8
CC(C)(C)N1C(=O)[C@H]2[C@@H](c3ccc(Br)cc3)N3C(=O)N(c4ccc(Br)cc4)C(=O)[C@@]3(Cc3ccccc3)[C@H]2C1=O	0.2	-2.4	-20.4	6.7	-15.7	-0.5%	/	0.7	6.0
Cc1ccc(CN2CCCn3nc(C(=O)NCCc4ccccc4C)cc3C2=O)cc1	1.8	-0.2	4.2	-3.6	/	3.4%	-5.9	0.0	3.7
COc1ccc(N2CCN(C(=O)c3ccc4c(c3)NC(=O)C(CSCc3c(F)cccc3Cl)N4)CC2)cc1 (configuration not stated)	-0.1	-3.1	25.0	5.4	2.1	4.0%	/	14.5	0.7
O=C(CCSCc1cccc(F)c1)NCCc1ccccc1	-0.8&0.1	-7.9&-1.5	-0.8&8.2	2.1&-5.3	19.3	-3.3%&-0.5%	9.0&7.2	4.0&-0.2	4.6&-4.4
COc1ccc(NC(=O)CCN2C(=O)c3ccc([N+](=O)[O-])cc3C2=O)c(OC)c1	-1.0	4.6	-1.0	-2.0	0.6	0.7%	-8.3	25.7	0.0
CC(=O)N1c2ccc(C)cc2C(c2ccccc2)CC1C (configuration not stated)	/	-3.1	-2.2	/	/	1.6%	-12.6	-18.0	3.0
N#Cc1c(-c2cccs2)cc(-c2cccs2)[nH]c1=O	-0.3	2.6	2.5	6.0	-3.2	24.8%	-3.9	8.0	0.2
COc1ccc(COC(=O)c2cc(S(=O)(=O)N3CCCCC3)ccc2N2CCOCC2)cc1	2.8	0.1	-2.6	-15.3	-7.3	1.2%	-10.8	-7.8	1.4
CCC(C)NS(=O)(=O)c1ccc(OCC(=O)Nc2ccc3c(c2)OCCO3)cc1 (configuration not stated)	0.2	-5.6	-43.3*	47.8*	5.7	-0.2%	-13.2	-4.5	6.2
CCc1nc2ccc(C(=O)N3CCN(c4cccc(C)c4C)CC3)cc2nc1CC	2.6&0.8	-6.0&-1.1	-9.8&15.1	-1.4&-1.7	-10.0	1.0%&-2.1%	-22.8&-19.5	1.7&-1.2	4.2&5.0
C/C(=N\Nc1nccnc1Cl)c1ccc(O)c(C)c1	0.4	0.9	-8.8	-5.1	-2.9	-3.7%	2.0	23.4	0.8
CCn1c(/N=C/c2ccccc2NS(=O)(=O)c2ccc(C)cc2)nc2ccccc21	/	-8.9	-13.8	/	/	-0.2%	/	-3.3	1.1
S=c1nc[nH]c2c1ncn2C1CCCC1	-0.7	-8.2	-9.9	-8.0	17.9	2.5%	7.9	-0.8	6.0
Cc1ccc(COc2ccccc2C(=S)N2CCCC2)cc1	4.7	-2.5	9.5	-8.6	13.4	0.3%	-33.0	-4.1	2.4
CCOC(=O)c1[nH]c2ccccc2c1NC(=O)CCN1CCN(C(=O)OCC)CC1	-0.3	4.0	-17.6	-6.1	7.8	3.4%	4.3	-10.6	0.3
Cc1ccc(NC(=O)C(C)OC(=O)c2ccc(Cl)nc2)cc1S(=O)(=O)N1CCOCC1 (configuration not stated)	-0.1	-3.8	3.4	5.9	5.2	2.4%	-19.8	-4.8	3.6
CCc1ccc(NC(=O)c2ccc(NC3=NC4CS(=O)(=O)CC4S3)cc2)cc1 (configuration not stated)	0.3	-0.4	0.0	6.8	22.6	2.3%	-3.8	-3.8	0.8
COC(=O)C1CSC(c2ccc(Cl)cc2)N1C(=O)c1ccccc1 (configuration not stated)	/	-6.8	-1.1	/	/	0.8%	-8.9	-4.7	3.9
COc1cc(NC(=O)c2ccc([N+](=O)[O-])o2)ccc1NC(=O)c1cccs1	1.4	-4.2	5.1	-16.2	-16.6	-2.0%	-2.2	0.1	1.1
CNC(=S)N(CCc1c(C)[nH]c2ccc(F)cc12)Cc1cccnc1	0.4	-2.5	-4.4	31.4*	-11.1	-0.2%	6.1	-1.6	2.2
COc1cccc(N2CC(C(=O)Nc3nnc(SCC(=O)NCC4CCCO4)s3)CC2=O)c1 (configuration not stated)	0.5	6.2	8.0	-7.9	16.2	2.0%	-14.8	-0.5	4.2
O=C(Nc1ccccc1)c1cc([N+](=O)[O-])ccc1NC1CCCCC1	-0.3	4.0	8.7	-2.1	-9.3	0.6%	-5.3	3.5	2.4
